DENV2 CPE rescue – protects cells from dengue virus 2 cytopathic effect. DENV2-infected cells, cytopathic effect rescue, plate reader. CPE inhibition, % at 9.99 µM. actives 1.7% (n = 350,000). AID 651640; in the data active means CPE inhibition above about 20%, passing the limit was not always enough; inconclusive means no clear call, values can overlap the other calls; tested in BHK-21 cells;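 further: 0% = median of neutral control wells and 100% = median of positive control wells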
SIRT5 block – blocks human SIRT5 desuccinylation of peptide; Purified SirT5, succinyl-peptide AMC, trypsin-coupled fluorescence; actives 1.1% (n = 330,000); Q9NXA8; inhibition, % at 15 µM; in the data active means inhibition above about 15%; inconclusive means no clear call, values can overlap the other calls
PglD DTNB – PglD (C. jejuni) enzyme inhibition; purified PglD enzyme, DTNB colorimetric CoA detection; AID 602405; actives 0.098% (n = 360,000); inhibition, % at 12.5 µM; in the data active means inhibition above about 16%, passing the limit was not always enough; inconclusive means no clear call, values can overlap the other calls; further: strong numbers were not always called active
Statin myotox sup – suppressors of simvastatin-induced myotoxicity in C2C12 myotubes; ATP luminescence, 48 h; scaled: DMSO 0, geranylgeraniol control 100; rescue of ATP level, % at 7.49 µM; actives 0.78% (n = 330,000);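 active means mean ATP rescue above about 67%, or every replicate alone reaching that limit, limit read from the data, passing the limit was not always enough; inconclusive means no clear call, values can overlap the other calls; inactive means mean under the limit and some replicate under it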;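 further: myotubes were challenged with 10 µM simvastatin during compound exposure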
E-selectin induc – induces E-selectin expression in human endothelial cells | P16581 | HUVEC E-selectin immunofluorescence imaging; normalized: neutral wells 0, TNF-alpha wells 100 | activation, % at 7.58 µM | actives 0.37% (n = 260,000);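 active means mean E-selectin-positive cell signal at least 10% of the positive control, reached in at least 60% of replicates, without over 20% cell loss; inconclusive means no rule given, readout overlaps actives, possibly toxicity-flagged; inactive means the rest, including those meeting only one limit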;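 further: in these data hits start at about 27%; measured in HUVEC primary endothelial cells; signal is the percent of cells scored E-selectin positive by PE staining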
Target sequence (P16581 whole entry, looked up): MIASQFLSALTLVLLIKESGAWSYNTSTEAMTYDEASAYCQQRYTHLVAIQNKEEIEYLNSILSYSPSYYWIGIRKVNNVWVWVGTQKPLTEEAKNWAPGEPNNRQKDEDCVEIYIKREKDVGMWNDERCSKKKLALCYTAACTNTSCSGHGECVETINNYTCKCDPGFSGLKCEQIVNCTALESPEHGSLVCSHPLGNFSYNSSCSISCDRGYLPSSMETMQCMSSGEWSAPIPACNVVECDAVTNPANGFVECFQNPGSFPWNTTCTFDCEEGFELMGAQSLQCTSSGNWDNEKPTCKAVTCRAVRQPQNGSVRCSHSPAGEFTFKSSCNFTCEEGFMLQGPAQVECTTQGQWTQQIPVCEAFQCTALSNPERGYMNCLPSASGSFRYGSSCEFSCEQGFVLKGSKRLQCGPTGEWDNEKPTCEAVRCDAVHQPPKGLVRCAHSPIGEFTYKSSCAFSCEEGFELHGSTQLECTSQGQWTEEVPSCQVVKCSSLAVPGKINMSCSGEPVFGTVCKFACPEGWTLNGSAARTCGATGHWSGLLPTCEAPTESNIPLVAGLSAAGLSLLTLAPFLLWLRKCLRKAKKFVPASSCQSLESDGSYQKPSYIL
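Material: HUVEC primary endothelial cells; Amount: 3,000 cells per well; Dosing: single concentration; Medium: EGM-2 growth medium on 0.1% gelatin-coated wells; Read-out basis: percent E-selectin-positive cells; Signal: immunofluorescence imaging; Control set: TNF-alpha, DMSO.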
ERp5 block – blocks human ERp5 reductase activity on insulin. ERp5 insulin aggregation, absorbance 650 nm, 90 min. inhibition, % at 9.99 µM. actives 0.05% (n = 350,000);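 active means mean replicate inhibition above about 25%, with every replicate also reaching it, limit read from the data, passing the limit was not always enough; inconclusive means only one of those two criteria met; inactive means neither criterion met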
Target sequence (Q15084 whole entry, looked up): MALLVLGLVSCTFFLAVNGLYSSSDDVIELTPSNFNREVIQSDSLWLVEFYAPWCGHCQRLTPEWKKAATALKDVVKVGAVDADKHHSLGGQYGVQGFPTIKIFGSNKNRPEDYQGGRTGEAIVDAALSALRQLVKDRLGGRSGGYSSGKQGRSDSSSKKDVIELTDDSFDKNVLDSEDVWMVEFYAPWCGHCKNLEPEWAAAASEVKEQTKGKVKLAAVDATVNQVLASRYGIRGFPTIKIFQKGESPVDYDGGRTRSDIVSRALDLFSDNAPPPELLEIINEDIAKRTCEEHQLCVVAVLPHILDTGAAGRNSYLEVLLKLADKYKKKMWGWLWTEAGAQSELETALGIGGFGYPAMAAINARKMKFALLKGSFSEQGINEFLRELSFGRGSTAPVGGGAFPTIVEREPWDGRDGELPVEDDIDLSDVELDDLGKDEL
S100A4 inh HTS – blocks human S100A4 binding to myosin IIA peptide; inhibition, % at 10.7 µM; S100A4/TAMRA-MyoIIA peptide fluorescence polarization; actives 0.14% (n = 360,000); AID 652163; P26447;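 active means mean inhibition of at least 70% across replicates, with every replicate also reaching that level; inconclusive means mean inhibition reaches 70% but some replicates fall short; inactive means mean inhibition below 70%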
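incubation = readout 5 min after mixing, signal stable up to 60 min | system = S100A4 monomer protein | buffer or medium = HEPES pH 7.2 with CaCl2, KCl, NaCl, DTT, Triton | benchmarks = neutral control DMSO, positive control TFP | also added = fluorescent myosin IIA peptide, 5 nM | compound dosing = one concentration per compound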
* marks the source's active call; other numbers are inactive results; u = inconclusive; x = not tested or not shown; & = joins results of further samples.

cpd	Compound	DENV2 CPE rescue	SIRT5 block	PglD DTNB	Statin myotox sup
1	C[C@@H]1CN([C@H](C)CO)C(=O)c2cc(NC(=O)CCC(F)(F)F)ccc2O[C@@H](C)CCCCO[C@@H]1CN(C)C	-1	1	7	-19
2	O=C(CN1CCN(c2ccccc2F)CC1)N1N=CCC1c1ccccc1 (stereo not given)	-3	-4	x	x
3	CO[C@H]1CN(C)C(=O)c2ccc(NC(=O)C3CCCC3)cc2OC[C@@H](C)N(CC2CC2)C[C@H]1C	-3	2	0	1
4	O=C(c1ccc(Sc2ccc(F)cc2)c([N+](=O)[O-])c1)N1CCOCC1	10	4	0	12
5	O=C(CSc1nc(-c2ccccc2)cc(=O)[nH]1)Nc1ccccc1F	-1	0	-9	4
6	Fc1ccc(/C=N/Nc2nccnc2Cl)cc1	0	x	-1	-31
7	CN(C)C(=O)c1nnsc1Sc1ccc(Cl)cc1	2	-5	-4	2
8	NC(=S)NN=Cc1ccc(-c2ccc(S(=O)(=O)Nc3ncccn3)cc2)o1	8	46*	x	x
9	CN(CCCN1CCOCC1)Cc1cn(C)nc1-c1ccccc1F	-4	0	-3	x
10	COc1ccccc1CNC(=O)COC(=O)c1ccc(C(=O)c2ccccc2)cc1	-8	x	0	0
11	O=C(N[C@H]1C[C@@H]2O[C@@H](CO)CC[C@@H]2O[C@@H]1CCc1ccc(-c2cccnc2)cc1)c1cccc(F)c1	1	-3	x	x
12	COc1cc(C)ccc1OCc1cc(C(=O)N2CCC(c3ccc(F)cc3)C2)no1 (stereo not given)	5	-2	2	-2
13	CC(C)(C)C(=O)N1CCC2CC1c1cc(Cl)ccc12 (stereo not given)	-7	2	1	2
14	C[C@@H]1CN([C@@H](C)CO)C(=O)c2cc(NS(=O)(=O)c3cccs3)ccc2O[C@@H](C)CCCCO[C@@H]1CN(C)Cc1ccncc1	0	0	2	x
15	C[C@@H]1CCCCO[C@H](CN(C)C(=O)Nc2ccc3c(c2)OCO3)[C@@H](C)CN([C@H](C)CO)C(=O)c2cc(NC(=O)Cc3ccccc3)ccc2O1	-10	x	6	x

cpd	E-selectin induc	ERp5 block	S100A4 inh HTS
1	0.1	-4	7
2	-0.4	0	4
3	0.0	-6	11
4	2.5	2	14
5	x	-6	-18
6	x	2	-10
7	x	-8	20
8	x	4	-4
9	0.0	2	2
10	x	5	0
11	x	-3	0
12	x	2	-4
13	-0.3	-4	-1
14	0.1	-1	2
15	0.0	x	x

An excerpt from above in order of molar mass, lowest first:
cpd	Compound	DENV2 CPE rescue	SIRT5 block	PglD DTNB	Statin myotox sup
9	CN(CCCN1CCOCC1)Cc1cn(C)nc1-c1ccccc1F	-4	0	-3	x
8	NC(=S)NN=Cc1ccc(-c2ccc(S(=O)(=O)Nc3ncccn3)cc2)o1	8	46*	x	x
14	C[C@@H]1CN([C@@H](C)CO)C(=O)c2cc(NS(=O)(=O)c3cccs3)ccc2O[C@@H](C)CCCCO[C@@H]1CN(C)Cc1ccncc1	0	0	2	x

cpd	E-selectin induc	ERp5 block	S100A4 inh HTS
9	0.0	2	2
8	x	4	-4
14	0.1	-1	2

(list continues)
cpd	Compound	DENV2 CPE rescue	SIRT5 block	PglD DTNB	Statin myotox sup
16	N#CCCN(CCC#N)c1nnc(-c2ccccc2)s1	8	1	1	-12
17	O=C(NCC(c1ccc(F)cc1)N1CCOCC1)c1ccc(OCc2ccccc2)cc1 (stereo not given)	2	x	0	-3
18	CCCCCCCC[n+]1cccc2c3ccccc3ccc21	-6	-36	x	x
19	O=c1c2ccccc2nc(SCc2ccccc2)n1CC1CCCO1 (stereo not given)	2	-2	x	x
20	COc1ccc(-n2c(O)c(/C=N/Nc3nc(C)cc(C)n3)c3ccccc3c2=O)cc1OC	8	1	2	7
21	Cc1noc(C)c1NC(=O)Nc1ccc2c(c1)CC(=O)N([C@H](C)CO)C[C@@H](C)[C@@H](CN(C)CC1CC1)O2	-4	-6	1	-24
22	O=C(O)CCC(=O)NNC(=O)c1ccc(Br)cc1	u	-1	x	x
23	Cc1cc(N2CCNC[C@@H]2C)ccc1N1CCN(Cc2ccccc2)[C@@H](C)C1	8	-5	x	x
24	O=C(NC1CCCCC1)C1CCN(S(=O)(=O)c2cccc3cccnc23)CC1	-6	x	-2	-8
25	C/C=C/c1ccc(OCCCCNCc2ccco2)c(OC)c1	3	-4	0	-4
26	CC(=O)NC[C@H]1[C@H](c2ccc(-c3cccnc3)cc2)[C@H](CO)N1C(=O)C1CCC1	8	x	1	-4
27	O=C(NC1CCCC1)c1cc(-c2ccccc2)nc2ccccc12	-4	0	-1	1
28	CCOc1cc(NC(=O)C2CC2)c(OCC)cc1NC(=O)CCn1nnc2ccccc21	4	-2	1	x
29	Cc1cc(Br)ccc1OCc1nnc(-c2ccccc2)o1	-8	-3	-3	x
30	Cc1ccc(CS/C(Nc2ccccc2C)=C(\C#N)C(N)=O)c(C)c1	10	-1	x	x

cpd	E-selectin induc	ERp5 block	S100A4 inh HTS
16	x	-5	3
17	0.1	-3	0
18	-0.1	0	0
19	x	-2	-4
20	26	2	0
21	0.0	-3	-28
22	0.1	-4	-3
23	0.0	2	8
24	x	4	-2
25	-0.1	3	-4
26	0.1	x	x
27	1.0	-3	-1
28	-1.5	-3	-1
29	x	3	0
30	-1.3	2	0

Next section:
cpd	Compound	DENV2 CPE rescue	SIRT5 block	PglD DTNB	Statin myotox sup
31	Cc1cc(Sc2nc(N)ncc2[N+](=O)[O-])ncn1	-5	-3	x	10
32	N#Cc1c(F)cccc1N1CCC(C#N)CC1	4	-10	x	x
33	Cc1[nH]c2c(C(=O)N3CCCC(CCC(=O)NCc4ccccc4F)C3)cccc2c1C (stereo not given)	-6	11	x	-1
34	CCc1nnc(NS(=O)(=O)c2ccc(NC(=O)c3ccc(C#N)cc3)cc2)s1	2	3	-4	-1
35	COc1ccc(/C=C/C(=O)N2CCNC(=O)C2)c(OC)c1	3	-5	x	x
36	CCC(=O)N1[C@@H](CO)[C@@H]2c3ccccc3N(S(=O)(=O)c3ccccc3C)C[C@@H]21	2	0	9	-17
37	C[C@@H]1CCCCO[C@@H](CN(C)Cc2ccc(Cl)c(Cl)c2)[C@@H](C)CN([C@@H](C)CO)C(=O)c2cc(NS(=O)(=O)c3ccccc3)ccc2O1	23*	x	0	x
38	NNC(=O)c1cc(-c2ccc(O)cc2)nc2ccc(Br)cc12	3	2	-6	8
39	COc1ccc(NC(=O)c2cc(-c3ccc4c(c3)OCO4)on2)cc1OC	-2	-37	-4	-38
40	O=C(NC(=S)Nc1ccc(NC(=O)c2cccs2)cc1)c1ccc([N+](=O)[O-])cc1	u	-2	9	4
41	CCC(C)C(NC(=O)C1CCC(C)CC1)C(=O)NCCc1ccc(S(N)(=O)=O)cc1 (stereo not given)	11	-2	-1	7
42	Cc1sc2nc(CSCC(=O)NC(C)(C)C)[nH]c(=O)c2c1C	x	-1	x	x
43	Cc1cccc(CCN2C(Nc3ccccc3)=NC[C@@H]2C)c1	-3	4	4	0
44	CC(C)c1ccc(N(CC(=O)NCCSCc2ccco2)S(C)(=O)=O)cc1	-5	-2	x	x
45	COc1ccc(N/C=C/C(=O)c2ccc(OC)c(OC)c2)cc1	4	1	-5	17

cpd	E-selectin induc	ERp5 block	S100A4 inh HTS
31	x	0	-4
32	-1.2	2	1
33	x	4	3
34	x	0	-7
35	x	-6	-2
36	0.3	1	1
37	0.0	0	2
38	x	10	-6
39	2.0	-2	-2
40	x	7	-2
41	x	7	2
42	x	1	-4
43	0.0	-11	6
44	x	3	0
45	x	0	-8

More structures follow:
cpd	Compound	DENV2 CPE rescue	SIRT5 block	PglD DTNB	Statin myotox sup
46	C[C@@H]1CN([C@@H](C)CO)C(=O)Cc2cc(NC(=O)C3CC3)ccc2O[C@@H]1CN(C)CC1CCCCC1	-2	0	10	9
47	C[C@@H]1CN([C@@H](C)CO)C(=O)c2cc(C3=CCCC3)cnc2O[C@@H]1CN(C)Cc1ccccc1C(=O)O	-8	0	-2	-4
48	Cc1nn(S(=O)(=O)c2ccc(C(C)C)cc2)c(C)c1S(=O)(=O)N1CCOCC1	-7	-2	1	-1
49	C[C@H]1CN([C@@H](C)CO)C(=O)CCCn2nncc2CO[C@@H]1CN(C)Cc1ccccc1C(=O)O	4	-1	-2	4
50	COC(=O)c1cc(CSC(=N)N)ccc1OCCC(C)C	u	-5	0	-4
51	CC(C)NC(=O)Nc1cccc2c1O[C@H](CN(C)C(=O)NC(C)C)[C@@H](C)CN([C@H](C)CO)C2=O	u	-2	0&6	15&-6
52	COc1ccccc1/C=C/CN1CCN(Cc2ccc(F)cc2)C(CCO)C1 (stereo not given)	-1	0	-2	x
53	Cc1ccc(O)c(NC(=O)C2CCCN2C(=O)OCc2ccccc2)c1 (stereo not given)	6	-1	3	45
54	O=C(CNC(=S)N(Cc1ccccc1)Cc1cccs1)NCc1ccc(F)cc1	-3	0	x	x
55	COc1ccc(OC)c(NC(=O)C2(C)CCN2C(=O)CC2CC2)c1 (stereo not given)	-4	1	-1	2
56	COc1cc(NC(=O)c2ccc3c(c2)OCO3)ccc1NC(=O)c1cccs1	-10	x	x	x
57	O=S(=O)(c1cccs1)N1CCC2(CC1)OCCO2	-1	-4	4	-1
58	O=C1CC(c2ccsc2)c2ccc3ccccc3c2N1 (stereo not given)	-8	-3	x	x
59	COc1ccc(N2CCN(C(c3ccc4ncccc4c3)c3nnnn3C(C)C)CC2)cc1 (stereo not given)	-2	-1	1	x
60	CCOc1cc(C)c(S(=O)(=O)NC2CC(C)(C)NC(C)(C)C2)cc1C	-3	-4	-5	-2

cpd	E-selectin induc	ERp5 block	S100A4 inh HTS
46	0.1	-4	-2
47	0.5	0	6
48	x	1	-5
49	-0.2	2	17
50	x	-12	-1
51	4.0&0.0	-9&-4	18&2
52	-0.1	0	-3
53	x	-3	-12
54	3.4	1	0
55	0.3	2	1
56	-1.7	-2	7
57	0.2	-1	4
58	x	-7	-1
59	2.9	-3	-1
60	x	-19	2

More results.
cpd	Compound	DENV2 CPE rescue	SIRT5 block	PglD DTNB	Statin myotox sup
61	COc1cccc(-c2cnc3c(NC=O)cc(-c4cc(C)c(O)c(C)c4)cn23)c1	-3	-2	-2	-24
62	COc1ccc2c3c([nH]c2c1)[C@H](CO)N(C(=O)Nc1ccc(F)cc1)CC31CN(Cc2ccc(F)cc2)C1	14	-15	x	x
63	CC1(C(=O)NS(=O)(=O)c2ccc(Br)cc2)CCN1C(=O)CCC1CCCC1 (stereo not given)	2	2	-1	3
64	CO[C@@H]1CN(C)C(=O)c2cc(NC(C)=O)ccc2OC[C@H](C)N(Cc2ccncc2)C[C@H]1C	0	-9	-2	-2
65	COc1ccc(N=C2SCC(=O)N2C)cc1	-13	x	-1	-1
66	COCC#Cc1cnc2c(c1)C(=O)N([C@@H](C)CO)C[C@@H](C)[C@H](CN(C)C(=O)NC1CCCC1)O2	4	0	-3	-1
67	Cc1cc2c(c(SCC(=O)Nc3ccc(C)c(C)c3)n1)C(=O)OC2	7	3	-3	-3
68	Cc1ccc(C)c(NC(=O)CN(C)C(=O)c2sccc2C)c1	0	-3	1	-3

cpd	E-selectin induc	ERp5 block	S100A4 inh HTS
61	0.2	2	-3
62	-0.4	-5	-6
63	-0.2	-7	-1
64	0.0	4	-6
65	0.1	-3	-1
66	-0.7	-5	-9
67	-0.2	-1	1
68	0.1	1	-5

Part of the list above, reduced to Statin myotox sup, S100A4 inh HTS and SIRT5 block.
item | molecule | Statin myotox sup | S100A4 inh HTS | SIRT5 block
5 | O=C(CSc1nc(-c2ccccc2)cc(=O)[nH]1)Nc1ccccc1F | 4 | -18 | 0
13 | CC(C)(C)C(=O)N1CCC2CC1c1cc(Cl)ccc12 (stereo not given) | 2 | -1 | 2

Compound activity as filed in PubChem BioAssay.

These rows are one share of the data (hit frequency here may not be typical).
